High-throughput results: PubChem BioAssay, National Center for Advancing Translational Sciences (NCATS)
TRPV1 agonist: activates the human vanilloid receptor TRPV1 | TRPV1-expressing cells, Fluo-8 calcium influx, agonist mode | 320,000 compounds, 0.19% hits | activation, % at 8.33 µM | Q8NER1; in the data active = activation above about 80%; inconclusive = between about 30% and that limit; note: 0% is about no effect
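Fluo-8 calcium influx in TRPV1-expressing cells, kinetic read (ex 480/em 520 nm). Compound added and read 3 min for agonist activity, followed by capsaicin at EC20 final and 2 min further read for enhancement.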
AT treatment: potential ataxia-telangiectasia treatment. […] A-T fibroblasts, KAP-1 phosphorylation AlphaLISA; neocarzinostatin DNA damage 30 min before lysis. 320,000 compounds, 0.19% hits. Potency, µM (series often up to 57.5 µM), without a hit: top-dose activation, actives largely listed as activators. AID 485349; note: potency is the fitted concentration of half-maximal effect; % of control where 0% means no effect; nearly all actives have a fitted effect of over 45% in size
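hTERT-immortalized A-T patient fibroblasts ([…]), 500 cells/well in OPTI-MEM, 1% FBS, got compounds for 60 min, then NCS for 30 min at 37C. Lysates were then assayed for phospho-KAP-1 by AlphaLISA (anti-pKAP1 donor, anti-KAP1 acceptor beads), 6 hr at 25C.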
BRCA1 expr up: BRCA1 expression activation | MCF7-BRCA1-FFLuc reporter, luminescence, 48 h; response scale: scaled: vehicle 0%, 10 µM genistein 100% | Potency, µM (series often up to 46.1 µM), without a hit: top-dose activation, usual class: activators | 380,000 compounds, 1.1% hits; note: potency is the fitted concentration of half-maximal effect; nearly all actives have a fitted effect of over 80% in size; some results filed as inactive show a strong effect at the top dose
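Luminescence from a BRCA1-driven firefly luciferase in MCF7 cells was read after 48 h compound exposure at 37 C. Data normalized against DMSO and a 10microM genistein activation control, then curve-fitted across the titration.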
ELG1 DNA repair: blocks ELG1-dependent DNA repair in HEK293T cells; HEK293T ELG1-luciferase reporter, luminescence, 16 h; DNA damage induced by 5-fluorouridine; Potency, µM (doses to about 46.1 µM), for the others: at the highest dose activity change, negative = inhibition, hits mostly inhibitors; 330,000 compounds, 2.3% hits; note: potency is the fitted concentration of half-maximal effect; % is set by controls: 0 for no effect and ±100 for the full control effect; nearly all actives have a fitted effect of over 55% in size
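In this reporter screen, reduction of luminescence relative to DMSO vehicle indicated activity. Compounds and 5-fluorouridine were added together to 2,000 cells per well, incubated for 16 hr at 37 °C, then developed with ONE-Glo.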
CXXC DNA block: MLL CXXC-DNA interaction inhibition | Q03164 | MLL-CXXC / FITC-HOXA9 DNA fluorescence polarization | Potency, µM (series often up to 115 µM), inactives show at the highest dose activity change, negative = inhibition, most hits filed as inhibitors | 290,000 compounds, 0.037% hits | AID 2662; active = well fitted inhibition curve with a large enough effect in the polarisation, with a control signal flat, not every such curve was filed as active; inconclusive = small, poorly fitted or top-dose-only effect, or effect the other way, or a change in a side signal; inactive = no such curve, though single readings can be large or run the other way; the % refers to the polarisation; note: potency is the fitted concentration of half-maximal effect
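Fluorescence polarization: 7 uM MLL-CXXC (stock) preincubated 5 min with compounds, then 50 nM fluorescein-HOX-A9 DNA (stock) added; 30 min ambient. Buffer 50 mM Tris-HCl pH 7.5, 50 mM NaCl, 1 mM DTT, 0.05% BSA.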
TCR activator: activates T cell receptor signaling. primary human leukocytes, anti-CD3, IL-2 HTRF, 48 h. Potency, µM (highest dose often 9.22 µM), for inactives: at the highest dose activation of IL-2 secretion, most hits filed as activators. 330,000 tested, under 10 active. AID 504894; note: % of control where 0% means no effect
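IL-2 produced over 48 hr by a-CD3 bead-stimulated primary human leukocytes exposed to compounds was detected with a homogeneous time-resolved FRET immunoassay, 665nm acceptor signal after 320nm excitation.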
B2AR arrestin: beta2AR (human) beta-arrestin recruitment activity; beta-arrestin recruitment to beta2AR, cell-based reporter; 330,000 compounds, 0.02% hits; Potency, µM (series often up to 46.1 µM), inactives show top-dose activation, most hits filed as activators; P07550;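 note: potency is the fitted concentration of half-maximal effect; 0% = DMSO controls and full agonism = EC100 isoproterenol or metaproterenol; nearly all actives have a fitted effect of over 65% in size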
Target sequence (P07550 whole entry, looked up): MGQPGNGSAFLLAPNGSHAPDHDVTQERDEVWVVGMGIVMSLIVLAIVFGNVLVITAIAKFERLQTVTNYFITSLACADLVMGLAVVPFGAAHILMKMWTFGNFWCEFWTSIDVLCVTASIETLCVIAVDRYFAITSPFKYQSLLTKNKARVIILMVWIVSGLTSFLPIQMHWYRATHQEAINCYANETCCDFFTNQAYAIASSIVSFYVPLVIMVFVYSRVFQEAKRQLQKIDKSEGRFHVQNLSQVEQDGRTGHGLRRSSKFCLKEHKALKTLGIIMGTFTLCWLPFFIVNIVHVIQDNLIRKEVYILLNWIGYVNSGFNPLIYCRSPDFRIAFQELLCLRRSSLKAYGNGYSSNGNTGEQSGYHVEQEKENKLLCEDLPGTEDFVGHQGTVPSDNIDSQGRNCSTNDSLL
a7 integrin act: activators of alpha7 integrin expression for muscular dystrophy. alpha7betagal myoblasts, beta-gal FDG fluorescence, 48 h. Potency, µM (series often up to 38.3 µM), without a hit: at the highest dose activation, most hits filed as activators. 350,000 compounds, 0.064% hits;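 note: potency is the fitted concentration of half-maximal effect; 100% = response of the positive control SU9516; nearly all actives have a fitted effect of over 60% in size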
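alpha7betagal+/- myoblasts (passage 13, 250/well) treated 48 h at 37C with compounds at 1:260 dilution of DMSO stock. Lysed, then beta-galactosidase activity read as FDG fluorescence (ex 480/em 540) after 30 min, with pre-read for autofluorescence.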
p53 reactivator: re-activators of mutant p53; Potency, µM (top dose mostly 92.2 µM), for inactives: at the top dose activity change, positive = activation, actives largely listed as activators; 320,000 compounds, 0.063% hits; AID 504706; H1299 p53-A138V BP100-luciferase reporter, luminescence, 24 h; note: potency is the fitted concentration of half-maximal effect; % of control where 0% means no effect; nearly all actives have a fitted effect of over 45% in size
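H1299 (p53-null), stable ts p53-A138V + BP100-Luc; 1000 cells/well, Opti-MEM/10% FBS; cpd 4 pt, 1:5; 24 h, 37 deg C, 5% CO2; detection reagent 10 min RT; luminescence.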
TSG101-PTAP inh: blocks PTAP/TSG101 interaction to inhibit HIV-1 budding. Fluorescence polarization, FITC-PTAP peptide / Tsg101 binding. AID 493005. Potency, µM (top dose mostly 115 µM), inactives show top-dose activity change, negative = inhibition, hits mostly inhibitors. 340,000 tested, under 10 active; active = well fitted inhibition curve with a large enough effect in the main read-out, with a control signal flat, not every such curve was filed as active; inconclusive = small, poorly fitted or top-dose-only effect, or effect the other way, or a change in a side signal; inactive = no such curve, though single readings can be large or run the other way; note: potency is the fitted concentration of half-maximal effect; % of control where 0% means no effect
Target sequence (Q99816 whole entry, looked up): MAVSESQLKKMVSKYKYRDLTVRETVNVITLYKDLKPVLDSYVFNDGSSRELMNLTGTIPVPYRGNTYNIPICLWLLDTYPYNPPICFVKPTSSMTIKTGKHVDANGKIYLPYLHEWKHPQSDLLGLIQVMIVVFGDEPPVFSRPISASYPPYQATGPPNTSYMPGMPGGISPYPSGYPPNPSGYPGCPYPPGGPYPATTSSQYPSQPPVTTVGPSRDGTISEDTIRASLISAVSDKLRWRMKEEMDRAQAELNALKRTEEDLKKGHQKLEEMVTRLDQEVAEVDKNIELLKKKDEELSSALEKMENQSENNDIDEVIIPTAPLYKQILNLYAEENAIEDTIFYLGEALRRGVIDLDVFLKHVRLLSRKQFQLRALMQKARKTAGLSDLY
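Steps: Tsg101 binding domain dispensed (10 uM final), compounds pinned in DMSO, FITC-labeled PTAP-motif peptide added (50 nM final); after 20 min binding at room temperature, polarization measured.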
Starred values were filed as active, the others as inactive; ? = inconclusive; . = no result given; [ ] = another dose, or the depositor's remark. Unless noted, calls come from the whole dose curve; as a rule, active = well fitted curve in the direction sought with a large enough effect; inconclusive = small, poorly fitted or top-dose-only effect, or another doubt; inactive = no such curve, though single readings can be large; an effect the other way counts as inactive or inconclusive.

Compound	TRPV1 agonist	AT treatment	BRCA1 expr up	ELG1 DNA repair	CXXC DNA block	TCR activator	B2AR arrestin	a7 integrin act	p53 reactivator	TSG101-PTAP inh
O=C1c2ccccc2S(=O)(=O)N1Cc1nnc(-c2ccccc2Br)o1	0	.	3%	18%	-2%	-6%[46.1 µM]	-1.0%	20%	10%	-2%
CCCNc1nc2c(c(=O)[nH]c(=O)n2C)n1CCCc1ccccc1	2	26%	-10%	20%	0%	-13%	0.0%	-10%	-11%	-8%
COc1ccc2c(c1)OC1(C)CC2C(C(=O)c2ccccc2OC)C(=O)N1 (stereo not given)	-8	-9%	1%	10%	0%	-5%	-0.7%	-8%	-4%	0%
Cc1ccc(S(=O)(=O)CC(=O)c2ccccc2)cc1	10	1%	26%	13%	2%	2%	-0.5%	-13%	?	-1%
Cc1nccn1CCCNC(=O)CC1C(=O)NCCN1Cc1ccc(F)cc1Cl (stereo not given)	-3	13%	3%	20%	-5%	-1%	-0.5%	-4%	14%	-2%
CC(C)S(=O)(=O)c1csc(NC(=O)Nc2cc(Cl)ccc2Cl)c1Cl	4	3%	-64%	21µM*	2%	0%	-0.3%	?	-3%	0%
CCOC(=O)c1cccc(Nc2nc(-c3cccnc3)nc3ccccc23)c1	13	-11%	-74%	9.2µM*	-2%	1%	0.4%	-2%	-23%	2%
COc1ccc(S(=O)(=O)N2CCC(C(=O)NCc3cccnc3)CC2)cc1Cl	-2	7%	-16%	-3%	-2%	4%	-0.1%	-9%	6%	-4%
CCN(CC(=O)NCc1cccs1)C(=O)c1cccc(S(=O)(=O)Nc2ccc(OC)cc2)c1	0	-3%	3%	10%	.	-5%	0.2%	1%	-6%	-1%
CCOC(=O)C(NC(=O)c1ccccc1)(OCc1ccccc1)C(F)(F)F (stereo not given)	-3	9%	0%	13%	3%	-4%[46.1 µM]	-0.4%	-19%	-5%	2%
CC1CN=C(N(Cc2ccccc2)C(=O)Nc2ccccc2)S1 (stereo not given)	1	.	101%	?	0%	-4%	0.1%	16%	1%	-3%
Cc1ccc(C)c(N2CCN(CCCNC(=O)Cn3c(=O)c4cccn4c4cccnc43)CC2)c1	-3	.	-8%	1%	10%	-1%	-1.0%	-48%[inhibitor]	.	0%
CN1C(=O)/C(=N\OC(=O)c2ccccc2Cl)c2ccccc21	-5	7%	-9%	-20%	114%[activator]	0%	-0.1%	13%	-9%	-1%
CN1CCC(=O)N([C@H](COc2ccccc2)Cc2ccccc2)CC1	1	-10%	-4%	?	0%	4%	-0.4%	8%	.	-4%
Cc1ccc(/C=N/Nc2ncnc3nc[nH]c23)cc1	24	1%	92%	?	0%	-6%	0.2%	-20%	15%	-10%
COc1cccc(C#Cc2c(C=O)n(C)c3ccccc23)c1	6	26%	-16%	-20%	.	-3%	0.3%	-11%	17%	7%
O=S1(=O)CCOCCCN1Cc1ccccc1Br	-1	-4%	-9%	-4%	-3%	-8%	-0.7%	12%	2%	1%
NNC(=O)CS(=O)(=O)c1ccc(Cl)cc1	-1	-3%	26%	18%	-12%	-4%	0.0%	-9%	-4%	1%
COc1ccccc1C(=O)Nc1ccnn1C1CCN(Cc2ccn[nH]2)CC1	-1	0%	-1%	1%	19%	-3%	-0.5%	0%	8%	-1%
O=C(NCc1ccccc1)c1noc2c1CCCC2	?	9%	-40%	24%	3%	-4%	-0.2%	-4%	12%	-15%
COC12NC(=O)N(C)C1(OC)C(=O)N(C)C(=O)N2C (stereo not given)	-1	3%	1%	.	-7%	0%[46.1 µM]	0.2%	-14%	-1%	-1%
c1ccc2nc3c(nc2c1)CCc1nonc1-3	-3	6%	3%	-7%	6%	-70%	-0.7%	-5%	-3%	-7%
CCOc1ccc(NC(=O)c2ccc(N3CC4CC(C3)c3cccc(=O)n3C4)c(NC(=O)CCN3CCOCC3)c2)cc1 (stereo not given)	1	13%	5%	7.3µM*	11%	3%	-0.2%	3%	-8%	-1%
COc1ccc(CCNC(=O)Cn2cnc3scc(-c4ccccc4)c3c2=O)cc1OC	0	0%	4%	-18%	17%	12%	-0.3%	-25%	2%	-6%
COc1ccc(NC(=O)C2CCCN2c2ccc(OC)c(OC)c2)cc1OC (stereo not given)	-2	1%	0%	-15%	6%	5%	0.2%	-2%	-5%	-1%

Two successive compounds already listed, for reference:
Compound	TRPV1 agonist	AT treatment	BRCA1 expr up	ELG1 DNA repair	CXXC DNA block	TCR activator	B2AR arrestin	a7 integrin act	p53 reactivator	TSG101-PTAP inh
COc1ccc(CCNC(=O)Cn2cnc3scc(-c4ccccc4)c3c2=O)cc1OC	0	0%	4%	-18%	17%	12%	-0.3%	-25%	2%	-6%
COc1ccc(NC(=O)C2CCCN2c2ccc(OC)c(OC)c2)cc1OC (stereo not given)	-2	1%	0%	-15%	6%	5%	0.2%	-2%	-5%	-1%

Three of the entries above in order of their number in TRPV1 agonist, smallest number first.
structure | TRPV1 agonist
COc1ccc2c(c1)OC1(C)CC2C(C(=O)c2ccccc2OC)C(=O)N1 (stereo not given) | -8
O=S1(=O)CCOCCCN1Cc1ccccc1Br | -1
CCOc1ccc(NC(=O)c2ccc(N3CC4CC(C3)c3cccc(=O)n3C4)c(NC(=O)CCN3CCOCC3)c2)cc1 (stereo not given) | 1

Going on with the list:
| SMILES | TRPV1 agonist | AT treatment | BRCA1 expr up | ELG1 DNA repair | CXXC DNA block | TCR activator | B2AR arrestin | a7 integrin act | p53 reactivator | TSG101-PTAP inh |
| --- | --- | --- | --- | --- | --- | --- | --- | --- | --- | --- |
| CC(=O)Nc1ccc(NC(=O)CSc2nnc(COc3ccccc3C)n2CC2CCCO2)cc1 (stereo not given) | 0 | 3% | -1% | -3% | 15% | -4% | -0.1% | -28% | 2% | 3% |
| COc1cc(C(=O)N2CCCC(c3nc(-c4cccs4)no3)C2)cc(OC)c1OC (stereo not given) | 0 | -3% | -4% | -9% | -3% | -3% | -0.2% | ? | -10% | -7% |
| O=C(CN1C(=O)CSc2ccc(S(=O)(=O)N3CCOCC3)cc21)N1CCCCC1 | 2 | 7% | -25% | 17% | 2% | 3% | -0.6% | 16% | -1% | -7% |
| CSc1ncccc1C(=O)OCC(=O)N1CCOCC1 | 0 | -3% | 4% | 4% | -6% | -7% | 7.0% | 15% | 4% | -4% |
| COCCNC(=O)CSc1ccc(-c2nc3ccccc3[nH]2)cn1 | 3 | 1% | 4% | 15% | 8% | 5% | 0.4% | 13% | . | -3% |
| COC(=O)C1=C(C(=O)OC)SC2(S1)C(C(=O)OC)=C(C(=O)OC)SC1=C2c2cccc(C)c2NC1(C)C | -3 | -5% | -26% | 1% | 2% | . | -0.1% | -1% | 3% | -8% |
| CCOc1cc(C)c(S(=O)(=O)N2CCCCC2)cc1C | 14 | -2% | -23% | -8% | 1% | 4% | -0.3% | ? | 1% | -4% |
| O=C(Nc1cccc(NC(=O)c2cccnc2)c1)c1ccccc1 | 0 | -6% | 0% | -12% | -1% | 1% | -0.5% | 7% | -27% | -4% |
| Cc1sc2nc(C3CC3)nc(SCC(=O)NCc3ccco3)c2c1C | 6 | 9% | -5% | ? | -3% | . | 0.3% | -42% | 3% | 0% |
| O=C(Nc1sc2c(c1C(=O)O)CCC2)c1ccccc1 | -3 | 3% | -1% | ? | -16% | . | 0.4% | 8% | ? | 0% |
| CCCN(C(=O)/C=C/c1ccco1)c1c(N)n(Cc2ccccc2)c(=O)[nH]c1=O | 1 | -3% | -10% | 10% | 1% | -3% | -0.1% | 13% | 6% | -10% |

Results in BRCA1 expr up, for some of the entries so far:
SMILES,BRCA1 expr up
CCOc1cc(C)c(S(=O)(=O)N2CCCCC2)cc1C,-23%
O=C(Nc1cccc(NC(=O)c2cccnc2)c1)c1ccccc1,0%
Cc1sc2nc(C3CC3)nc(SCC(=O)NCc3ccco3)c2c1C,-5%
